APEX1 inh = qHTS Assay for Inhibitors of the Human Apurinic/apyrimidinic Endonuclease 1 (APE1) | DNA repair nuclease/redox regulator APEX1 (Homo sapiens), P27695 | recombinant APE1, TAMRA/BHQ-2 abasic DNA cleavage fluorescence | Potency, µM (top dose mostly 65.8 µM), without a hit: top-dose activity change, negative = inhibition, actives largely listed as inhibitors | actives 0.35% (n = 350,000);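 note: potency is the fitted concentration of half-maximal effect; plate controls were vehicle for no effect and reference inhibitor for full effect; nearly all actives have a fitted effect of over 55% in size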
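APE1 at 0.75 nM final was preincubated with compound 15 min at room temperature, then 50 nM double-stranded THF abasic-site substrate (5'-TAMRA/3'-BHQ-2) was added. Fluorescence (ex 525/em 598 nm) was read kinetically; third-minus-first read gave activity.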
Apoferritin bind = qHTS Assay for Identification of Novel General Anesthetics; Potency, µM (series often up to 77.5 µM), for inactives: at the highest dose activity change, negative = displacement, usual class: inhibitors; actives 0.074% (n = 350,000); AID 485281, 2010; apoferritin/1-aminoanthracene competitive binding, fluorescence; Ferritin light chain (Equus caballus), P02791; note: potency is the fitted concentration of half-maximal effect; % is set by controls: 0 for no effect and ±100 for the full control effect; nearly all actives have a fitted effect of over 20% in size
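Apoferritin-based anesthetic binding model; compound displacement of fluorescent 1-AMA measured as endpoint fluorescence after 10 minutes at room temperature, scaled to free-ligand and complex controls.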
Pol iota inh = qHTS for Inhibitors of Polymerase Iota; DNA polymerase iota (Homo sapiens), Q9UNA4; Pol iota fluorescent replication assay, 10 min; Potency, µM (series often up to 115 µM), for inactives: at the top dose activity, negative = inhibition, usual class: inhibitors; actives 1% (n = 390,000); AID 588590, 2011; note: potency is the fitted concentration of half-maximal effect
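Fluorescent replication assay read twice, at 0 min and 10 min after adding 50 nM (final) substrate. Enzyme (10 nM) and compounds were first incubated 15 min at room temperature; enzyme-free buffer wells were negative controls.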
BLM helicase inh = qHTS Assay for Inhibitors of Bloom's syndrome helicase (BLM) | recombinant BLM DNA unwinding, fluorescence dequenching | actives 0.2% (n = 350,000) | Potency, µM (titrated, usually from 56.1 µM), inactives show top-dose activity change, negative = inhibition, hits mostly inhibitors | AID 2528, 2010;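 note: potency is the fitted concentration of half-maximal effect; plate controls were vehicle for no effect and no enzyme for full effect; nearly all actives have a fitted effect of over 35% in size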
Target sequence (P54132 whole entry, looked up): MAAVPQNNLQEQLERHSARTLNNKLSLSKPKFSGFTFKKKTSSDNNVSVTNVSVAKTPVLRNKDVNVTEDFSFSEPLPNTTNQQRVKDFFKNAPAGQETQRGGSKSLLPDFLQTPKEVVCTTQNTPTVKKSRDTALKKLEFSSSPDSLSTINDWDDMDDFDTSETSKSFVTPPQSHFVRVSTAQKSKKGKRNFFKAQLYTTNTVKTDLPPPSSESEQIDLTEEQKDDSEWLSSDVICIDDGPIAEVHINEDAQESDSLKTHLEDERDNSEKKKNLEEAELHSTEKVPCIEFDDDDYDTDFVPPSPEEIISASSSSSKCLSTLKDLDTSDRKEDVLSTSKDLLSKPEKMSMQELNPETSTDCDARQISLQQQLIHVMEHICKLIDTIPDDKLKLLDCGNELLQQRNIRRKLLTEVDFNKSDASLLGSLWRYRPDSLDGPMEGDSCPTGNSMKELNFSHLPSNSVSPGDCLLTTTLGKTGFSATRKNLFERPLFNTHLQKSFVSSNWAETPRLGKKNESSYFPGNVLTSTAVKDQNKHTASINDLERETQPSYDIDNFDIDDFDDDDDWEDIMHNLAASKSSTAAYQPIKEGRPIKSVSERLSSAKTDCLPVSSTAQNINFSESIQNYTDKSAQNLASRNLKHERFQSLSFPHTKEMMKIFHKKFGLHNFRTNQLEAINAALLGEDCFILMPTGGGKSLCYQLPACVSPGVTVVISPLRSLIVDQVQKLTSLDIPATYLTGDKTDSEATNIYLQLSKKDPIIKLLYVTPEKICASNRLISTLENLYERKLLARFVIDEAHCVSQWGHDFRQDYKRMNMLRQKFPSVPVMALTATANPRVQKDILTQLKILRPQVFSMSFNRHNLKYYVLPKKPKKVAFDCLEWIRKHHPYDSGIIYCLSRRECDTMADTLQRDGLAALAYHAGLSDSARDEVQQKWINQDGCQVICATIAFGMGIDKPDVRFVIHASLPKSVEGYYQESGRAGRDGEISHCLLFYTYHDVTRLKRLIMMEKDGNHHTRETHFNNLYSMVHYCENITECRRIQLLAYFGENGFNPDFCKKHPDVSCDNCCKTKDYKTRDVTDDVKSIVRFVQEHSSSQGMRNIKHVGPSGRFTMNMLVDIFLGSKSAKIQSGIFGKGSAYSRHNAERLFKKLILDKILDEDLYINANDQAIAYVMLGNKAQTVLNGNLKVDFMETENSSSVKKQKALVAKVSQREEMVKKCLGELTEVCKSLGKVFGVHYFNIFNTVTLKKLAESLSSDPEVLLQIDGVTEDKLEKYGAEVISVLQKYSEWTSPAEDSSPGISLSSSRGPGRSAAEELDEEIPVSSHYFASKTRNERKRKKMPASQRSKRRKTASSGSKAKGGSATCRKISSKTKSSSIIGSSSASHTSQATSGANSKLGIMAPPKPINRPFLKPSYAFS
Pol beta inh = qHTS Assay for Inhibitors of DNA Polymerase Beta | Pol beta primer extension/strand displacement, fluorescence kinetic | actives 1.3% (n = 340,000) | Potency, µM (doses to about 114 µM), without a hit: at the top dose activity change, negative = inhibition, actives largely listed as inhibitors; note: potency is the fitted concentration of half-maximal effect; % is set by controls: 0 for no effect and ±100 for the full control effect
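Preincubation: enzyme (10 nM) with compound, 15 min, RT. Reaction: substrate added to 50 nM final. Reads: 0 and 10 min. Analysis: normalized, Hill fit.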
POLK inh = qHTS for Inhibitors of Polymerase Kappa; purified Pol kappa, fluorescent DNA synthesis assay, 10 min; DNA polymerase kappa (Homo sapiens), Q9UBT6; Potency, µM (highest dose often 107 µM), inactives show top-dose activity, negative = inhibition, most hits filed as inhibitors; actives 0.53% (n = 400,000); AID 588579, 2011; note: potency is the fitted concentration of half-maximal effect; % is set by controls: 0 for no effect and ±100 for the full control effect
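First, compounds were pin-transferred onto 10 nM Pol kappa. After 15 min at room temperature, substrate was added to 50 nM final. Fluorescence was then measured kinetically at 0 and 10 min.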
ERG Ets-DNA blk = qHTS for Small Molecule Inhibitors of the ERG Ets/DNA interaction; Transcriptional regulator ERG (Homo sapiens), P11308; fluorescence polarization, His-ERG Ets domain / labelled DNA; Potency, µM (highest dose often 76.9 µM), for inactives: top-dose FP activity, negative = inhibition, hits mostly inhibitors; actives 0.028% (n = 370,000); active = well fitted inhibition curve with a large enough effect in the polarisation, with a control signal flat; inconclusive = small, poorly fitted or top-dose-only effect, or effect the other way, or a change in a side signal; inactive = no such curve, though single readings can be large or run the other way; the % refers to the polarisation;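 note: polarization taken with two DNA probes labelled with fluorescein and Texas red; potency is the fitted concentration of half-maximal effect; % of control where 0% means no effect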
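His-tagged ERG Ets domain (1 uM in the protein solution; 300mM KCl, 50mM Tris-HCl, 1mM EDTA, 1mM DTT, pH 7.5) received compound, then a probe mix of 5 nM fluorescein-DNA and 100nM Texas-615-DNA. Fluorescence polarization was read for both dyes.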
ALOX12 inh = Primary qHTS assay for inhibitors of human arachidonate 12S-lipoxygenase (ALOX12): Round 2 | AID 1671190, 2021 | Potency, µM (top dose mostly 108 µM), for the others: top-dose activity change, negative = inhibition, actives largely listed as inhibitors | Polyunsaturated fatty acid lipoxygenase ALOX12 (Homo sapiens), P18054 | purified 12hLO, xylenol orange hydroperoxide absorbance | actives 1.1% (n = 580,000); note: potency is the fitted concentration of half-maximal effect; % is set by controls: 0 for no effect and ±100 for the full control effect
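Purified human 12hLO (150 nM final) in 25 mM Hepes, 0.01% Triton X-100, pH 7.0 was preincubated 15 min at room temperature with compound. Then 40 uM arachidonic acid was added, 30 min. Hydroperoxide was read by Fe-XO absorbance ratio 573/405 nm.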
TRHR agonist = qHTS for Small Molecule Agonists and Allosteric Enhancers of Human TRH Receptor: Primary Screen for Agonists | Thyrotropin-releasing hormone receptor (Homo sapiens), P34981 | TRHR cells, calcium flux fluo-8, FDSS agonist mode | activation, % at 2 µM | actives 0.18% (n = 360,000); in the data active = activation above about 30%; note: 0% is about no effect
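Fluo-8-loaded TRHR cells; 10 s baseline, compound added, kinetic Ca2+ fluorescence read 1/s, agonist mode.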
Active calls of the source: *; ? = inconclusive; . = no result given; [ ] = remark or other dose. Unless noted, calls come from the whole dose curve; as a rule, active = well fitted curve in the direction sought with a large enough effect; inconclusive = small, poorly fitted or top-dose-only effect, or another doubt; inactive = no such curve, though single readings can be large; an effect the other way counts as inactive or inconclusive. The list is partial (hit frequency here may not be typical).

Start of the data: the first three compounds, ahead of the listing:
mol	APEX1 inh	Apoferritin bind	Pol iota inh	BLM helicase inh	Pol beta inh	POLK inh	ERG Ets-DNA blk	ALOX12 inh	TRHR agonist
Cc1ccc(-n2c(-c3ccccc3)cc(/C=N/NC(=O)CC#N)c2-c2ccccc2)cc1	-2%	-2%	.	-1%	4%	.	.	15%	-0.3
O=C(CNC(=S)N(Cc1ccccc1F)C1CCCCC1)NCC1CCCO1 (stereo not drawn)	0%	-13%	47%[activator]	0%	86%	0%	13%	0%	0.0
COc1ccc(-c2nn(-c3ccccc3)cc2C(=O)N2CCN(C(=O)c3ccco3)CC2)cc1	-22%	.	32%[activator]	.	.	-7%	-1%	-12%	.

Main list, from the first entry:
mol	APEX1 inh	Apoferritin bind	Pol iota inh	BLM helicase inh	Pol beta inh	POLK inh	ERG Ets-DNA blk	ALOX12 inh	TRHR agonist
Cc1ccc(-n2c(-c3ccccc3)cc(/C=N/NC(=O)CC#N)c2-c2ccccc2)cc1	-2%	-2%	.	-1%	4%	.	.	15%	-0.3
O=C(CNC(=S)N(Cc1ccccc1F)C1CCCCC1)NCC1CCCO1 (stereo not drawn)	0%	-13%	47%[activator]	0%	86%	0%	13%	0%	0.0
COc1ccc(-c2nn(-c3ccccc3)cc2C(=O)N2CCN(C(=O)c3ccco3)CC2)cc1	-22%	.	32%[activator]	.	.	-7%	-1%	-12%	.
CCN=C1SC(CC(=O)Nc2sc(C)c(C)c2C(=O)OC)C(=O)N1CC (stereo not drawn)	-1%	-6%	8%	-3%	41%	2%	2%	320%[activator]	-0.2
O=C(COC(=O)C1CCCCC1)Nc1ccccc1OC(F)F	14%	?	81%[activator]	-2%	22%	-15%	0%	-7%	0.4
Cc1ccc(CS(=O)(=O)c2ncc(Cl)c(C(=O)Nc3nc4ccc(F)cc4s3)n2)cc1	.	-21%	7%	-2%	43%	4%	0%	?	0.1
O=c1nc2n(c3ncccc13)CCCCC2	-1%	1%	29%	0%	-4%	-9%	10%	5%	0.4
COc1ccc(N2CCN(C(=O)C3(C)CC3(Cl)Cl)CC2)cc1 (stereo not drawn)	0%	-14%	-12%	2%	19%	-1%	6%	-7%	0.8
CCc1ccccc1NC(=O)NCc1ccc2c(c1)OCO2	-9%	-7%	138%[activator]	0%	1%	6%	-12%	7%	-0.9
O=C(c1cnccn1)N1CCC2(CCCN(Cc3ccccc3)C2)CC1	0%	.	.	5%	.	-7%[60.1 µM]	.	?	.
CC(=O)c1cccc(NS(=O)(=O)c2cc3c(cc2C)n(C)c(=O)c(=O)n3C)c1	.	-2%	24%	2%	0%	-1%	8%	-25%	0.3
CC1CCN(CCOCCOc2ccccc2Br)CC1	1%	-4%	79%[activator]	-9%	0%	0%	3%	?	1.1
O=C(COC(=O)CC1CCCC1)Nc1cccc(F)c1	20%	.	-7%	.	.	-6%	13%	-3%	0.3
O=C(COc1cccc(-n2cnnn2)c1)NCCC1=CCCCC1	-7%	?	3%	-2%	4%	-19%	2%	-9%	-0.4
O=S(=O)(NC1CCCC1)c1ccc(Br)s1	-5%	?	27%	-3%	4%	-8%	.	-8%	-0.8
Cc1nc2ncnn2c(C)c1CCC(=O)N1CCN(c2ccccc2)CC1	.	1%	-3%	-4%	?	-4%	?	0%	-0.4
COc1ccc(/C=C/C(=O)c2ccc[nH]2)cc1OC	7%	223%[activator]	2%	-5%	4%	-10%	-3%	?	1.0
CC(C)c1nc(SCC(=O)Nc2cccc3ccccc23)n[nH]1	19%	.	49%[activator]	.	.	-2%	8%	4%	.
COc1ccc(N2CC(NC(=O)c3ccc4c(c3)OCO4)CC2=O)cc1OC (stereo not drawn)	.	-10%	44%[activator]	1%	-2%	-7%[60.1 µM]	-5%	-6%	-0.1
CC(=O)c1cccc(N2C(=O)Nc3ccccc3N2O)c1	1%	-5%	41%[activator]	-3%	19%	-8%	5%	-7%	-0.6
CCCc1cc(=O)[nH]c(SCC(=O)N2CCc3cc(OC)c(OC)cc3C2)n1	8%	.	1%	.	.	-25%	5%	0%	0.0
O=C(COC(=O)/C=C/c1cccc(C(F)(F)F)c1)NCc1cccs1	-9%	.	25%	.	.	0%	12%	-6%	0.0
CC1(C)CC(=O)C/C(=N/NC(=O)C2CCN(S(=O)(=O)c3cccs3)CC2)C1	3%	11%	-4%	-7%	61%	2%[60.1 µM]	3%	0%	0.9
COc1ccccc1N(CC(=O)NCc1ccco1)S(=O)(=O)c1ccc(C)cc1	21µM*	-8%	5.6µM*	-30%	11µM*	32µM*	15%	4%	-0.3
CCOC(=O)C1CCN(C(=O)Nc2ccc(OCc3ccccc3)cc2)CC1	-1%	-3%	72%[activator]	-1%	-2%	4%	0%	?	-0.4
O=C(CSc1nc(C2CC2)nc2ccccc12)N1CCc2ccccc21	.	.	-6%	.	.	-8%	-10%	-10%	.
Cc1cc(Oc2ccccc2)nc(-c2ccccc2O)n1	-5%	-7%	2%	-13%	18%	2%	-2%	172%[activator]	0.6
Cc1ccccc1SCC(=O)NCC(c1ccc(F)cc1)N1CCOCC1 (stereo not drawn)	0%	.	26%	.	.	0%	0%	-12%	.
CCN(CC)C(=O)N1c2ccccc2CC(N(CC)CC)c2ccccc21 (stereo not drawn)	-3%	-20%	13%	-1%	6%	-9%	5%	-7%	-0.2
CCCCOP(=O)(c1ccc(N(C)C)cc1)C(O)c1ccc(OC)cc1 (stereo not drawn)	69%[activator]	-3%	25%	-3%	-25%	-1%	-9%	.	0.4
NS(=O)(=O)c1cccc(NC(=O)CSc2nc3ccccc3c(=O)n2CCCN2CCOCC2)c1	0%	2%	24%	-2%	1%	0%	-1%	-1%	0.3
CCC1=C(c2ccc(C)cc2)S(=O)(=O)N=C1N1CCC(C(=O)NCCc2cccc(OC)c2)CC1	.	?	0%	-5%	40%	-5%	3%	-6%	-0.1
O=S(=O)(c1ccc(Br)s1)N1CCN(c2ccccn2)CC1	-6%	?	?	-3%	-1%	-12%	3%	?	-0.3
NNC(=O)CSCc1ccc(Cl)cc1Cl	1%	?	33%[activator]	-9%	?	-15%	-3%	6%	-0.3
Cc1nc2cccnc2n1-c1cccc(C(=O)NCCN(C)C)c1	.	-1%	10%	1%	40%	14%	11%	-19%	0.0
CCSc1nc2n(n1)C(c1ccc(Cl)cc1Cl)C(C(=O)Nc1ccccc1C)=C(C)N2 (stereo not drawn)	.	2%	22%	-2%	29%	-2%[60.1 µM]	-6%	-11%	0.1
Cc1ccc(S(=O)(=O)N(C)C)cc1NC(=O)c1cc(S(=O)(=O)N2CCCCC2)ccc1N1CCOCC1	-4%	.	14%	.	.	-7%	0%	-23%	0.4
CC(C)(C)N(Cc1ccccc1)C(=O)COC(=O)c1ccc(N2CCCC2=O)cc1	-3%	.	-11%	.	.	-6%	-9%	12%	.
O=C1c2ccccc2S(=O)(=O)c2cc(C(=O)N3CCC(C(=O)N4CCCCC4)CC3)ccc21	.	.	12%	.	.	0%	-3%	1%	.
COc1ccc(N2C(=O)N3[C@@H]4c5ccccc5OC[C@@H]4[C@@H](c4ccccc4)[C@@]3(C)C2=O)cc1	-2%	.	-6%	.	.	-9%	-16%	19%	.
COC(=O)c1cc(S(=O)(=O)N2CCN(C3CCCCC3)CC2)c[nH]1	-5%	-10%	-39%	1%	51%	-1%	9%	.	0.1
CC(=O)Nc1ccc(NC(=O)CNC(=O)c2cccc(C)c2)cc1	-3%[12.4 µM]	6%	-4%	0%	2%	-4%	5%	3%	0.5
CC1CCc2c(C(=O)NCCN3CCOCC3)csc2C1 (stereo not drawn)	4%	-8%	?	1%	-2%	-7%	.	-1%	0.2
CCC(C)c1ccc(NC(=S)NCc2cccnc2)cc1 (stereo not drawn)	1%	-13%	16%	3%	-11%	-12%	.	0%	-2.1
Cc1cc(OCc2cc(C(=O)N3CCC(Oc4cccnc4)CC3)no2)cc(C)c1Cl	11%	-5%	44%[activator]	-7%	-17%	-7%	-4%	443%[activator]	0.8
CCN1CCc2nc3ccccc3c(C(=O)Nc3ccc(NC(C)=O)cc3)c2C1	4%	-6%	-4%	1%	2%	0%	9%	-2%	0.0
CCOC(=O)C1=C(COC(=O)COc2ccccc2OCC)NC(=O)NC1C (stereo not drawn)	-8%	.	3%	.	.	2%	1%	-2%	-0.3
CCN(Cc1nc(-c2cccc(Cl)c2)no1)CC1CCCO1 (stereo not drawn)	-1%	-15%	52%[activator]	-4%	24%	-5%	-22%	1%	-0.8
O=C(CSCCO)Nc1nccs1	?	-7%	48%[activator]	0%	37%	-2%	2%	0%	0.0

Screening results from PubChem BioAssay.
